Compound activity (PubChem BioAssay)
DAGLB inh = diacylglycerol lipase beta (human) inhibition | inhibition, % at 5.17 µM | 0.059% of 340,000 active | AID 504411 | Q8NCG7 | HEK293T DAGLB membrane lysate, EnzChek fluorogenic substrate; in the data active = inhibition above about 34%;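 also: 0% = enzyme with vehicle and 100% = wells lacking enzyme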
Target sequence (Q8NCG7 whole entry, looked up): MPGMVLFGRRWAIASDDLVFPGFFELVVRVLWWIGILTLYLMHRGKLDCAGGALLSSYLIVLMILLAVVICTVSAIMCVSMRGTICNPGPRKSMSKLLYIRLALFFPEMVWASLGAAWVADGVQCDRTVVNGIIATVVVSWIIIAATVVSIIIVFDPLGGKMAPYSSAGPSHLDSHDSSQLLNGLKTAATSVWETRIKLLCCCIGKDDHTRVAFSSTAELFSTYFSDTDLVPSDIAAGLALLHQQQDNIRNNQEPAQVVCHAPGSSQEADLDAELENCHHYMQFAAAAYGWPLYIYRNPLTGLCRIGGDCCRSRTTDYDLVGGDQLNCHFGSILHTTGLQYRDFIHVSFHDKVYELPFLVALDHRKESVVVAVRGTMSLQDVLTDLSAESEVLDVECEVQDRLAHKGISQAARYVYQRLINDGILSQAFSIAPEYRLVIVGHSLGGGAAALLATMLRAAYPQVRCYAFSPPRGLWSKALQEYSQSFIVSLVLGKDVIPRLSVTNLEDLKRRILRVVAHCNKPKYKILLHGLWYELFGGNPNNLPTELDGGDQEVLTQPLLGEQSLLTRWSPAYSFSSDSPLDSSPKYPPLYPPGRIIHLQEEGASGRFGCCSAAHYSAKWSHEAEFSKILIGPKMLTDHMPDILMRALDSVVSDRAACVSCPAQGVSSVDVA
phage Ecoli inh = E. coli growth loss with phage present. growth absorbance. inhibition, % at 11.9 µM. 0.26% of 360,000 active. AID 651602; in the data active = inhibition above about 11%
AddAB inh = less growth of phage-infected E. coli with AddAB; E. coli expressing H. pylori AddAB, absorbance growth; inhibition, % at 11.9 µM; 0.29% of 330,000 active; AID 435030; in the data active = inhibition above about 12%;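 also: 0% = vehicle wells of infected cells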
Tat export inh = blocks Tat-dependent protein export in E. coli. E. coli MC4100 TorA-mCherry Tat export, fluorescence. 0.036% of 340,000 active. inhibition, % at 10 µM;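 active = mean replicate inhibition at least 50% and at least half of replicates individually reaching 50%; inconclusive = only one of the two criteria met; inactive = neither criterion met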;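 also: exported cargo escapes ClpAP degradation while cytoplasmic cargo is degraded and loses fluorescence; 0% = median of neutral control wells and 100% = median of NaSCN control wells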
HTR5A ag ctr = counter-screen for OPRM1-OPRD1 agonists: human HTR5A agonism. P47898. 0.61% of 340,000 active. activation, % at 9.3 µM. HTR5A agonist assay, luminescence, cell-based. AID 504692; in the data active = activation mostly above about 9.5%, no sharp cut-off; inactive = mostly below about 7.6%;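 also: 0% = cells with vehicle only and 100% = reference agonist; strong numbers were not always called active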
Target sequence (P47898 whole entry, looked up): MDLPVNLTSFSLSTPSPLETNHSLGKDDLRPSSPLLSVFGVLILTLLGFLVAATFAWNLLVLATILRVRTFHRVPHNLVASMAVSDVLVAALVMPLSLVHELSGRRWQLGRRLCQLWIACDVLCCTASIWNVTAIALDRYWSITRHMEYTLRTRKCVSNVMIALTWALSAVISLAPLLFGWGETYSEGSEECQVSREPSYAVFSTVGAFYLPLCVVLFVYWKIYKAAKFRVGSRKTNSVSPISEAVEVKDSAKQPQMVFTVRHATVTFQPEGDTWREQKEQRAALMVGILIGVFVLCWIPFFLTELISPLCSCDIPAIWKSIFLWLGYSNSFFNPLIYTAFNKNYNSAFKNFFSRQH
PKA-R2B act = PKA-R2B complex activation; P22694+P31323; PKA-R2B holoenzyme dissociation, Cy5-IP20 fluorescence polarization; R2B truncated from residue 108, S112A mutant; 0% DMSO only, 100% 113 µM cGMP; activation, % at 11.4 µM; 0.079% of 340,000 active; AID 504700;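 active = activation above a cutoff set at the mean over all compounds plus 3 SD, cut at about 18% in these data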;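 also: higher means more holoenzyme dissociation and a rise in polarization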
HTR5A inv ctr = counter-screen for OPRM1-OPRD1 inverse agonists: human HTR5A inverse agonism | P47898 | 0.083% of 340,000 active | HTR5A cell line, luminescence | inhibition, % at 9.3 µM; in the data active = inhibition mostly above about 23%, no sharp cut-off; inactive = mostly below about 18%;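 also: 0% = cells with DMSO and 100% = no-cell wells with DMSO; some compounds called inactive have numbers as strong as hits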
CDK5 p35 inh = blocks human CDK5/p35 kinase activity; Recombinant CDK5/p35, ADP-Glo luminescence, 60 min; 0.01% of 330,000 active; inhibition, % at 10 µM; Q00535+Q15078;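 active = highest replicate inhibition of at least 50% and at least 75% of replicates reaching 50%; inconclusive = only one of the two criteria met; inactive = both criteria failed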;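 also: plate controls were DMSO neutral control for no effect and GW8510 at 10 µM for full effect; many of its hits are not listed in these tables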
SUMO Mot1 rescue = SUMOylation pathway inhibition by Mot1-301 growth rescue | growth rescue, % at 18.8 µM | S. cerevisiae Mot1-301 growth rescue, ATP luminescence, 38.5C; percent above DMSO median, 100 means doubled | 1% of 320,000 active;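 active = every valid replicate shows activation above 250% relative to neutral control wells; inactive = the rest, any valid replicate at or below 250%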;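 also: OY570 slx delta 5 strain wells were the positive control but not used for scaling; some compounds called inactive have numbers as strong as hits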
Ecoli viability = bacterial growth inhibition, counter-screen for AddAB inhibitors | 0.27% of 330,000 active | AID 449728 | inhibition, % at 11.9 µM | E. coli V3065 growth, OD600 absorbance, 18 h;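 active = inhibition above the campaign's mean inhibition across all tested compounds plus 3 SD, cut at about 9.9% in these data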;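 also: uninfected addAB+ strain grown without phage in ampicillin broth; 0% = DMSO wells and 100% = ciprofloxacin 0.95 µg/ml wells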
PKA-R1A act = activators of PKA-R1A complex | activation, % at 11.4 µM | AID 504707 | PKA-R1A dissociation, Cy5-IP20 fluorescence polarization; scaled: DMSO 0%, 113 µM cGMP 100% | 0.083% of 340,000 active;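 active = percent activation above the mean of all tested compounds plus 3 SD, cut at about 19% in these data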;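 also: higher means more PKAc released from R1A so a rise in polarization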
Starred values were filed as active, the others as inactive; ? = inconclusive; / = not tested or not shown. This is a random part of the collection. About 2.3% of those tested had a hit in this group.

structure,phage Ecoli inh,Ecoli viability,PKA-R2B act,CDK5 p35 inh,Tat export inh,HTR5A ag ctr,PKA-R1A act,DAGLB inh,AddAB inh,SUMO Mot1 rescue,HTR5A inv ctr
CC1CCC(C(C)C)C2=C1C(C#N)(C#N)C(C#N)(C#N)C(c1ccccc1)N2 (stereo not given),3.8,0.6,1,-0.3,4,2,-2,4,3.0,-8,-3
CC(=O)NNc1cccc(Cl)n1,-1.4,1.6,-6,0.1,8,4,1,0,1.7,7,11
CCOc1ccc(CN(C(=O)c2cccs2)C2CCS(=O)(=O)C2)cc1 (stereo not given),-1.2,1.0,-2,0.4,-5,4,-12,-2,-0.2,-13,1
O=C(/C=C/c1ccccc1)N/C(=C\c1ccco1)C(=O)NCCO,-0.3,-1.8,-5,-0.3,-10,5,-1,-2,1.1,259,12
O=C(/C=C/c1ccc(F)cc1)NC(=S)Nc1ccccc1,2.5,/,-9,0.2,-6,2,10,-8,/,-5,-6
O=C(CSc1ccccc1C(=O)NCc1ccccc1)NC1CCCCCCC1,0.7,2.5,-9,0.8,-1,1,-2,-3,0.5,8,6
C[C@H](NC(=O)c1nc[nH]c1C(=O)N[C@@H](CCCCNC(=O)OC(C)(C)C)C(=O)OC(C)(C)C)c1ccccc1,3.5,-0.7,-7,0.7,19,-4,6,-2,-1.1,-2,11
O=C(COc1ccccc1[N+](=O)[O-])NCC1(N2CCCCC2)CCCCC1,-1.7,-1.3,-8,-0.2,-1,4,1,-1,3.0,-2,0
COc1cc(C2=NOC(C(=O)Nc3cc(C)on3)C2)cc(OC)c1OC (stereo not given),2.4,0.9,-2,-0.1,-1,-2,-17,-2,0.5,11,8
COc1cc2ccccc2cc1C(=O)Nc1ccc(Cl)cn1,-0.5,-0.4,-5,0.0,-5,2,4,-8,-0.5,-10,-9
COc1ccc(C(=O)N2CCN(c3ncccn3)CC2)cc1[N+](=O)[O-],3.5,-0.8,2,2.7,2,5,10,-4,1.9,203,-20
CSc1nc2c([nH]1)c(=S)n(C)c(=O)n2C,1.5,/,-11,-0.3,-7,8,3,-2,/,/,-31
CCN(CC)S(=O)(=O)c1ccc(Cl)c(NC(=O)COC(=O)c2cc(-c3ccccc3Cl)nc3ccccc23)c1,4.4,-1.0,-4,1.0,1,7,-1,-13,5.0,-12,-7
Cc1cc(/C=N/O)c(C)n1-c1ccc(Br)cc1,4.2,-3.6,6,-1.3,7,-2,-14,1,-1.1,-15,5
Brc1cccc(OCCCCN2CCCCC2)c1,2.8,1.9,-6,-0.3,2,7,6,-1,-0.2,132,-20
CCn1c(CCNC(=O)c2ccc(Cl)cc2Cl)n[nH]c1=S,3.1,0.5,2,1.1,-2,0,-3,0,-1.3,-40,10
CC(C)C(=O)Nc1cccc2nsnc12,0.2,2.3,-6,-1.4,-5,3,-1,-1,1.0,5,-8
C#CCOCCOCCOCCNc1nc(N2CCN(C(=O)C([C@@H](C)O)n3cc([C@@H](N)CCCCN)nn3)CC2)nc(N2CCN(C(=O)[C@H](CCC(=O)O)n3cc([C@@H](N)CCCCN)nn3)CC2)n1 (stereo not given in full),3.3,-2.5,-5,0.6,0,7,-3,2,-0.6,17,-5
COCCn1c(=O)[nH]c(=O)c2c(C(F)(F)F)cc(-c3cccs3)nc21,2.0,0.3,-10,1.0,-1,0,3,2,2.6,6,-7
O=C(O)CCC1(CCC(=O)O)CCCC(CCC(=O)O)(CCC(=O)O)C1=O,2.4,/,5,0.7,-9,-3,-11,0,/,/,10
CCNc1nc(NCC)n2c(SCC(=O)N(CC)C3CCCCC3)nnc2n1,0.9,0.9,4,-0.6,-7,5,5,-3,3.9,216,19
COC(=O)Cn1c(=NC(=O)C2CC2)sc2c(C)cc(C)cc21,0.2,-0.6,-1,0.2,-6,-4,-7,-1,1.8,-1,-15
CC(C)NC(=O)C1CCN(C2CCN(C(=O)c3cc4c(s3)CCCCC4)CC2)CC1,2.0,4.9,-4,-8.6,-2,-1,3,-3,-1.3,208,2
COC(=O)Nc1ccc([N+](=O)[O-])cc1OC,5.8,3.3,10,-0.1,11,-2,-10,-2,2.9,-15,7
Cc1ccc2nc(SCC(=O)NC3CCCC3)[nH]c2c1,0.5,-3.1,-6,0.3,10,7,12,2,2.9,-7,-21
O=c1c2sccc2[nH]c(=S)n1Cc1ccccc1,5.8,0.6,-3,2.6,-1,2,9,-1,2.5,34,-32
CC1CCN(C2=NN3C(=N)/C(=C\c4ccc(OC(=O)c5ccco5)cc4)C(=O)N=C3S2)CC1,2.2,-2.2,-4,0.3,-13,3,7,8,3.5,5,22
COc1ccccc1/C=C(\C)C(=O)c1c(C)cc(C)[nH]c1=O,1.2,1.0,-7,1.0,-3,5,2,4,-0.7,6,-20
CCOC(=O)N1CCC(N(C(=O)Nc2ccc(Cl)c(Cl)c2)C(C)CC)CC1 (stereo not given),2.0,0.2,-5,-2.8,3,-1,-6,1,1.1,6,3
C=CCC(Nc1ccco1)c1ccccc1 (stereo not given),2.8,-2.5,-11,-5.2,8,2,-3,-1,1.1,-7,-27
COCCN1C(=O)/C(=C/c2ccc(OCc3ccc(C(=O)O)cc3)c(OC)c2)SC1=Nc1ccccc1,1.9,-0.8,-3,0.6,2,4,-11,2,0.7,14,2
COc1ccc(OCC(=O)N2c3ccc(C)cc3C3CN(C)CCC32)cc1 (stereo not given),1.8,0.9,-3,-5.3,-8,/,-1,-1,1.4,313,/
COc1ccccc1C/C(N)=N/OC(=O)c1ccco1,4.7,-0.3,-2,0.0,-8,9,-10,-4,2.5,11,12
CC(C)C(=O)NNC(=O)c1cc2sccc2s1,1.9,0.2,-2,-0.3,7,0,23*,0,-0.6,-20,1
NCC1CC2c3ccccc3C1c1ccccc12 (stereo not given),2.5,0.1,3,-0.1,3,4,-3,-2,-1.8,-2,-14
CCOC(=O)c1c(C)[nH]c(C(=O)Cn2c(=O)c3c(ncn3CC)n(Cc3ccccc3)c2=O)c1C,2.5,-0.7,6,-0.8,-2,-2,-16,1,1.8,-7,0
COCc1nc2ccccc2n1CCc1ccccc1,0.7,-1.4,-5,0.7,-3,2,-4,-2,2.4,0,-7
Nn1c(SCC(=O)Nc2nc3ccccc3s2)nncc1=O,4.7,-4.4,-3,0.6,-1,1,9,-6,1.0,4,-3
COc1cc(C(=O)Nc2ccc(S(=O)(=O)Nc3cnc4ccccc4n3)cc2)cc(OC)c1OC,1.3,-2.2,5,1.2,-7,13,1,3,-2.0,-15,-35
Cc1ccc(C(=O)N2CCN(c3ccccc3)CC2)cc1S(=O)(=O)N1CCCC1,1.6,1.2,-4,0.8,4,5,-5,4,-3.2,-2,-38
CC(C)N1CCC(N2CCN(C3CCCCC3)CC2CCO)CC1 (stereo not given),2.0,-0.4,-4,0.1,?,4,8,-1,-0.9,216,-31
O=C(COC(=O)c1ccccc1O)Nc1cccc(S(=O)(=O)NC2=NCCCCC2)c1,3.0,-0.1,-8,1.6,0,0,-3,1,0.7,-11,1
Nc1nnc(SC2CC(=O)N(c3ccccc3)C2=O)s1 (stereo not given),3.8,0.8,2,0.2,-4,-7,-5,-1,1.6,210,-24
CCOC(=O)C1CCCN(C(=O)C(=O)c2cn(CC(=O)N3CCOCC3)c3ccccc23)C1 (stereo not given),1.0,-1.3,0,-0.9,0,-5,-1,0,-3.6,5,12
O=C(NCCc1ccc(Cl)cc1)C1CC(=O)N(CCc2ccccc2)C1 (stereo not given),3.7,0.2,-5,1.2,-6,-1,-5,-1,4.9,-1,4
CN(c1cccc(Cl)c1)S(=O)(=O)c1cccc(C(=O)Nc2ccc3c(c2)CCC3)c1,3.2,1.1,-4,-0.9,4,-2,-8,-11,-0.1,/,6
CCCN1CCC(NC(=S)Nc2ccc(C(=O)OCC)cc2)CC1,2.3,-0.9,1,-0.2,6,-11,-3,1,1.1,8,30
COc1ccc(-c2cn[nH]c2-c2ccc(OCc3ccccc3)cc2O)cc1,4.3,8.0,-5,1.6,5,2,-10,-3,9.0,-22,-5
CCOc1ccc(-c2c(C(=O)N/N=C/c3ccco3)nnn2-c2nonc2N)cc1,2.0,2.5,-2,-3.6,-3,0,-7,2,1.8,-3,-5
CC(=O)Nc1ccc2nc(NC(=O)c3cccnc3)sc2c1,1.7,1.4,3,0.2,-3,15*,9,0,2.8,-10,-34
COC(=O)[C@@H]1CC[C@@](C)(c2ccc(OC)cc2)C1(C)C,1.4,-1.0,3,-5.5,-6,2,7,-12,-0.3,-6,-12
CC(C)C(=O)Nc1ccc(NC(=O)c2ccco2)cn1,-1.6,-2.1,-6,1.1,-7,1,10,-2,0.0,3,-10
CC1CCCC(NC(=O)COC(=O)c2ccc([N+](=O)[O-])s2)C1C (stereo not given),2.5,0.3,-5,-1.6,-11,10,8,-1,3.7,84,-25
Cc1ccc(S(=O)(=O)Cc2ccc(C(=O)O)o2)cc1,2.0,0.1,-4,-4.0,-11,0,2,-1,2.8,48,2
COC(=O)C1=C(C(=O)OC)C(c2cc(Cl)ccc2O)c2sc(=O)[nH]c2S1 (stereo not given),/,-0.7,-14,10,-2,-1,-8,4,0.7,2,4
COc1ccc(C(CNC(=O)CCNS(=O)(=O)c2ccc(Br)cc2)N2CCCC2)cc1 (stereo not given),2.9,/,-14,0.4,-3,-3,-8,3,/,/,7
COc1ccc(/C=N/NC(=O)CN(C2=NS(=O)(=O)c3ccccc32)c2ccccc2)cc1,3.9,-1.0,-7,0.8,0,-2,-4,2,0.4,-2,5
C=C(C)c1cccc(C(C)(C)NC(=O)Nc2cccnc2)c1,3.5,0.6,0,0.8,-10,-3,1,-3,0.2,23,10
CC(C)C[C@H](NC(=O)c1nc[nH]c1C(=O)NCc1ccc(CNC(=O)OC(C)(C)C)cc1)C(=O)OC(C)(C)C,5.4,-0.3,-15,-0.8,13,3,-10,-2,2.7,-4,-7
CC(C)[C@H](NC(=O)c1ccccc1)C(=O)OCC(=O)Nc1ccc(S(=O)(=O)N2CCOCC2)cc1,2.1,0.0,-11,0.8,-3,3,-5,1,0.9,-1,-11
CCOc1ccccc1OCC(=O)OCC(=O)NNC(=O)c1ccc([N+](=O)[O-])cc1,0.0,0.2,2,0.6,-1,3,6,1,2.8,1,11
S=C(NN=C(C1CC1)C1CC1)Nc1ccccc1,2.3,-1.2,2,-0.8,7,1,4,-1,2.8,/,-2
Cc1c(Br)c(C(F)(F)F)nn1CC(=O)NCc1ccco1,5.2,-2.4,-3,2.5,-8,-4,-1,1,0.5,0,10
